# Myeloid diff MLP = myeloid differentiation induction. ER-HoxA9 myeloid progenitors, lysozyme-GFP differentiation, flow cytometry. calls only at 10 µM. 360,000 compounds, 1% hits. AID 624256;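 active = normalized GFP-positive differentiation at or above the plate's own cutoff, the solvent-only control mean plus 3 SD; inconclusive = no clear call, values can overlap the other calls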;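 note: cells exposed to compound for four days before flow analysis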
# XIAP antagonists = XIAP antagonists, biochemical, IAP family, fluorescence polarization (AID 1018); 200,000 compounds, 0.007% hits; XIAP BIR domain, fluorescence polarization peptide displacement; higher % means a stronger effect; one-dose displacement, % at 20 µM; IC50 in µM for titrated hits; in the data active = displacement above about 50%; note: a part of the inactive calls stands beside numbers as strong as those of hits
# TNAP activators = human TNAP enzyme activators, primary screen, biochemical, luminescent, no phosphate acceptor, uHTS (AID 1001). activation fold at 20 µM, or EC50 in µM where a hit was titrated. 200,000 compounds, 0.03% hits. purified TNAP, luminescent activation assay, no phosphate acceptor; higher activation fold means a stronger effect; in the data active = activation fold from about 3, or a potency from the dose series; inactive = the rest, 99 in 100 with activation fold below about 1.6; note: many of its hits are not listed in these tables
# M1AAP inhibition = P. falciparum M1AAP inhibitors, biochemical, fluorogenic H-Leu-NHMec substrate, 1536-well (AID 1445). recombinant M1AAP, H-Leu-NHMec fluorogenic kinetic assay; higher % means a stronger effect. inhibition, % at 30 µM; hits with a dose series show IC50 in µM. 220,000 compounds, 0.42% hits;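 active = primary inhibition above the hit cutoff, then over 50% inhibition at one or more dose response concentrations, cut at about 23% in these data, passing the limit was not always enough; inconclusive = conflicting primary data, or primary hits not chosen for dose response; inactive = low primary inhibition, or under 50% at every dose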;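 note: plate controls were DMSO full reaction for no effect and no enzyme background for full effect; strong numbers were not always called active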
# CSM14.1 death rescue = protection against thapsigargin-triggered cell killing – 384-well, CSM14.1, ATP luminescence, primary screen (AID 1222). cellular ATP content (survival), % at 20 µM, or EC50 in µM where a hit was titrated. 190,000 tested, under 10 active. CSM14.1 thapsigargin-induced death rescue, ATP luminescence; higher % means a stronger effect;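 active = EC50 below 50 µM in the dose-response confirmation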;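 note: death triggered by thapsigargin at about 15 µM added after 2 h compound pretreatment; cell ATP read after overnight thapsigargin exposure of roughly 18 to 22 hours; normalized against plate controls of thapsigargin alone and 5% DMSO vehicle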
# PMI inhibitors = MPI enzyme activity inhibition – biochemical, fluorescence intensity, coupled assay, primary screen (AID 1209) | 190,000 compounds, 0.42% hits | purified PMI enzyme, coupled fluorescence intensity; higher % means a stronger effect | one-dose inhibition, % at 20 µM; IC50 in µM for titrated hits;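 note: plate controls were DMSO vehicle for no effect and wells lacking substrate for full effect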
# P. falciparum M17LAP = P. falciparum M17LAP inhibitors, primary screen, biochemical, fluorogenic H-Leu-NHMec substrate, 1536-well (AID 1619). recombinant M17LAP, H-Leu-NHMec fluorogenic kinetic assay; higher % means a stronger effect. inhibition, % at 30 µM; hits with a dose series show IC50 in µM. 220,000 compounds, 0.38% hits;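 active = compound inhibiting the enzyme by more than half at any dose during confirmatory dose-response retesting; inconclusive = strong single-dose inhibitors picked by rank but not retested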;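 note: plate controls were full reaction with DMSO carrier for no effect and no enzyme background for full effect; strong numbers were not always called active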
# human PMI inhibitors = MPI inhibition at elevated mannose 6-phosphate – biochemical, fluorescence intensity, high mannose 6-phosphate, primary screen (AID 1220); recombinant PMI enzyme, coupled fluorescence intensity; higher % means a stronger effect; one-dose inhibition, % at 20 µM; IC50 in µM for titrated hits; 190,000 compounds, 0.66% hits
# LYP phosphatase = inhibitors of LYP phosphatase, biochemical, fluorescence intensity, uHTS (AID 1779) | recombinant LYP phosphatase, fluorescence intensity; higher % means a stronger effect | 290,000 compounds, 0.054% hits | inhibition, % at 11.5 µM; hits with a dose series show IC50 in µM;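 note: plate controls were vehicle with enzyme for no effect and no enzyme for full effect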
# Myeloid diff MLP GFP+ MAC1+ % = second read-out of Myeloid diff MLP, no call of its own (marks repeat the call); GFP+ MAC1+ double positive, %; measured here: differentiation confirmed by MAC1 staining
# * marks the source's active call; other numbers are inactive results; i = inactive; ? = inconclusive; · = not tested or not shown; + = active, no number. Cut-off read from the data, not from the text of the source, unless noted: active = inhibition above about 50%; inactive = the rest.
SMILES,Myeloid diff MLP,Myeloid diff MLP GFP+ MAC1+ %,XIAP antagonists,TNAP activators,M1AAP inhibition,CSM14.1 death rescue,PMI inhibitors,P. falciparum M17LAP,human PMI inhibitors,LYP phosphatase
CCCCOCCCNC(=O)CC(C)c1ccccc1 (stereo not drawn),i,0.5,-5.9%,1.1,0%,-2.5%,-5%,2%,-6%,-5%
CCC1=C/C(=C/N(C)c2ccccc2)C(=O)S1,i,1.3,-2.9%,1.2,11%,4.1%,9%,6%,-1%,1%
COc1ccc(S(=O)(=O)N2CCc3ccccc32)cc1NC(C)=O,i,0.3,0.3%,1.1,0%,2.2%,3%,-4%,2%,-3%
CCOc1ccc(NC(=S)c2ccncc2)cc1,i,0.4,-4.8%,1,3%,-0.5%,-5%,12%,-2%,-1%
CN(C)/C=C(/C(=O)c1ccc(Cl)cc1)S(C)(=O)=O,i,0.1,-18%,1,-3%,-1.4%,-8%,-1%,-5%,-5%
COc1cccc(C2NC(=S)NC3=C2CCc2ccccc23)c1 (stereo not drawn),i,0.0,-2.7%,1,-1%,0.2%,4%,-9%,7%,0%
Cc1nc(C)c(NC(=O)N2CCc3ccccc32)cc1NC(=O)N1CCc2ccccc21,i,0.2,-4.4%,1,-3%,-0.2%,5%,3%,-3%,-13%
Cc1cccc(NC(=O)CN2CCC(NC(=O)C3CCCCC3)CC2)c1C,i,0.2,-3.8%,0.9,6%,-1.3%,5%,9%,-3%,-3%
CN(CC(=O)Nc1ccccc1Cl)CC(=O)Nc1c(F)cccc1F,i,0.4,-3.8%,2.3,4%,0.1%,4%,-1%,6%,-8%
Cc1ccc(N2CCN(C(=O)c3ccccc3NC(=O)C3CCCCC3C(=O)O)CC2)cc1 (stereo not drawn),i,0.3,-1.9%,1.1,3%,1.1%,-1%,39%,4%,2%
O=C(c1ccc(S(=O)(=O)NCC2CCCO2)cc1)N1CCN(c2ccccc2)CC1 (stereo not drawn),i,0.2,-17%,1.1,-3%,-1.5%,-2%,-10%,0%,-6%
O=C(CCSc1nnc(-c2ccco2)o1)N1CCOCC1,i,0.3,-5.8%,1,5%,1.3%,-10%,-2%,-1%,-1%
O=C(Nc1nc2c(s1)CCCC2)c1cc(-c2ccncc2)nc2ccccc12,i,1.1,-4.7%,1.1,3%,-0.4%,8%,11%,2%,-1%
O=C(NCCc1cccs1)c1cccs1,i,0.9,-6.9%,1.1,-1%,-2.0%,-3%,2%,-7%,-4%
Cc1nc(CSc2nnc3scc(-c4ccc(Cl)cc4)n23)cs1,i,0.6,-3.6%,1.1,2%,2.0%,8%,9%,3%,-3%
O=C(COC(=O)C1=COCCO1)Nc1ccc(Oc2ccccc2)cc1,i,2.0,-3.7%,0.9,0%,-1.5%,0%,-3%,-3%,-2%
Cn1c(-c2ccccc2)c(CCO)c2ccccc21,i,0.5,-7.2%,1.1,2%,-7.0%,-3%,1%,-7%,-9%
COc1cc(O)c(C(CCN2CCCCC2)c2ccc(N(C)C)cc2)c(OC)c1 (stereo not drawn),i,2.7,·,·,1%,·,·,-13%,·,-8%
COC(=O)c1cc(S(=O)(=O)N2CCOCC2)c(N2CCOCC2)cc1N1CCOCC1,i,0.5,-8.0%,1.1,10%,0.9%,12%,0%,6%,-4%
CCCCOCC(O)CCc1n[nH]c(=S)n1-c1ccccc1 (stereo not drawn),i,0.2,-12%,1,8%,-2.2%,9%,0%,1%,-8%
C=CC[C@H]1Cc2c(cccc2[N+](=O)[O-])[C@H](CC=C)N1,i,1.4,-2.2%,1.1,9%,-0.5%,-5%,10%,6%,-5%
CCCCCOc1ccc(/C=c2\sc3ncnn3c2=O)cc1,·,·,2.0%,1.1,·,-1.1%,7%,·,11%,-7%
COCCn1c(SCc2ccc(C(=O)OC)o2)nc2cc(Cl)ccc2c1=O,i,6.9,-1.5%,1.1,7%,2.5%,-1%,4%,1%,-8%
COc1cccc(C(=O)C2CCCN(Cc3cccc(-n4nc(C)cc4C)c3)C2)c1 (stereo not drawn),i,0.2,-2.6%,1.1,5%,-0.1%,9%,-5%,1%,-3%
Cc1ccc2[nH]c(-c3cccc(F)c3)cc(=O)c2c1,?,·,-3.1%,1.1,10%,2.6%,-32%,-1%,-32%,-8%
# Following part
SMILES,Myeloid diff MLP,Myeloid diff MLP GFP+ MAC1+ %,XIAP antagonists,TNAP activators,M1AAP inhibition,CSM14.1 death rescue,PMI inhibitors,P. falciparum M17LAP,human PMI inhibitors,LYP phosphatase
COc1cccc(/C=c2\sc3nc(-c4cccs4)nn3c2=O)c1OC,i,2.9,-2.3%,1,1%,-1.3%,7%,22%,3%,2%
COc1cccc(NC(=O)CN(C)CC(=O)Nc2ccccc2-c2ccccc2)c1,i,0.5,-7.2%,1,0%,-0.3%,7%,10%,2%,-8%
CCN(Cc1ccccc1)S(=O)(=O)c1cc(C(=O)NCC2CCCCC2)ccc1OC,i,1.3,-4.2%,1.1,2%,2.6%,22%,4%,13%,1%
CSc1nnc2ccc(-c3ccccn3)nn12,i,0.6,3.3%,1.1,5%,·,-8%,0%,-8%,-5%
Cc1ccc(SCCc2cc[n+](CC(=O)c3ccccc3)cc2)cc1,i,0.2,-7.4%,0.8,-9%,-0.3%,-2%,6%,-4%,-4%
Cc1cc(C)cc(OCc2nnc(SCC(=O)c3ccc(Br)cc3)o2)c1,i,0.8,-8.4%,1.1,2%,-2.2%,12%,0%,11%,6%
CN(C(=O)c1cccs1)c1ccc(OCC(=O)N2CCC(C(N)=O)CC2)cc1,i,0.3,-6.6%,1.1,-1%,0.5%,-21%,1%,-10%,5%
CC(=O)N1CCN(Cc2ccc(Br)s2)CC1,i,1.0,-5.5%,1.1,-2%,-2.9%,-2%,-9%,-5%,0%
CC(C)CC(NC(=O)C1CCC(C)CC1)C(=O)NCc1cccnc1 (stereo not drawn),i,0.7,-3.4%,1.1,-3%,-0.4%,-8%,2%,-6%,-12%
S=C(c1ccc(Cl)cc1)N1CCN(Cc2ccccc2)CC1,i,0.3,-7.0%,1,6%,-1.1%,0%,0%,-7%,6%
Cc1ccc(S(=O)(=O)N2CCOCC2)cc1NC(=O)Cn1cc(C(F)(F)F)cc(Cl)c1=O,i,0.4,3.0%,1.2,4%,4.6%,4%,6%,4%,-3%
COc1ccc(C(C(=O)NC2CCCC2)N(C(=O)c2ccoc2C)c2ccccc2)cc1 (stereo not drawn),i,0.3,-3.5%,1.1,-1%,0.8%,13%,4%,3%,-4%
COc1cc2[nH]c(=S)nc(NCc3ccccn3)c2cc1OC,+,4.8*,-1.8%,1.1,5%,-2.7%,-10%,-3%,2%,-9%
CCN1CCN(Cc2oc(CO)cc(=O)c2O)CC1,i,1.4,-7.6%,1,1%,1.0%,12%,-5%,13%,-2%
COc1ccc(N2CCN(C(=O)Cc3ccc(S(=O)(=O)N4CCOCC4)s3)CC2)cc1,i,0.4,-6.1%,1.1,-2%,1.2%,10%,10%,22%,-3%
CCCC(=O)c1c(C)c2ccccc2n1C,i,0.6,-2.6%,1.1,-6%,0.3%,-1%,-6%,10%,-7%
Cc1cc2cccc(C)c2nc1SCC(=O)NNC(=O)c1ccco1,i,1.1,-4.0%,2.5,1%,0.0%,-1%,-1%,4%,3%
COc1ccc([N+](=O)[O-])cc1N(CC1CO1)S(=O)(=O)c1ccc(C)cc1 (stereo not drawn),·,·,-3.1%,1,4%,-0.1%,-5%,8%,-7%,-4%
CCCOc1ccc(C2c3c(oc4cc(C)c(C)cc4c3=O)C(=O)N2CCCN2CCOCC2)cc1 (stereo not drawn),i,2.4,-7.2%,1,5%,2.2%,-2%,12%,5%,2%
CCCn1c(C)cc(C(=O)CSc2nc3nc(C)cc(C)n3n2)c1C,i,1.0,-2.1%,1.1,5%,-2.4%,-5%,4%,4%,3%
COc1ccccc1Nc1nc(-c2sc(NC(=O)c3ccc([N+](=O)[O-])cc3)nc2C)cs1,·,·,-13%,0.9,8%,2.6%,7%,3%,7%,5%
CCN1CCN(CCCCOc2ccccc2F)CC1,i,3.2,-2.7%,1,-12%,-0.5%,2%,10%,2%,-7%
CC(C)Cn1c(N)c(S(=O)(=O)c2cccs2)c2nc3ccccc3nc21,i,0.3,-3.4%,1,16%,3.4%,14%,-4%,2%,-10%
CC1(C(=O)Nc2cccc(S(=O)(=O)N3CCOCC3)c2)Cc2ccccc2C(=O)O1 (stereo not drawn),i,0.6,-5.5%,1.1,-6%,-0.7%,-4%,10%,-6%,-6%
COc1ccccc1C1C(C(C)=O)=C(C)N=c2s/c(=C\c3cc(OC)c(OC)c(OC)c3)c(=O)n21 (stereo not drawn),i,0.6,1.3%,1,-4%,-0.1%,8%,19%,2%,8%
# Further results:
SMILES,Myeloid diff MLP,Myeloid diff MLP GFP+ MAC1+ %,XIAP antagonists,TNAP activators,M1AAP inhibition,CSM14.1 death rescue,PMI inhibitors,P. falciparum M17LAP,human PMI inhibitors,LYP phosphatase
COc1ccccc1-c1cc(N)n[nH]1,i,0.9,-4.8%,1.1,0%,-0.9%,-11%,1%,-28%,-2%
CCc1cc(C(=O)NNC(=S)Nc2cccc(C)c2)cs1,i,0.6,-5.7%,2.5,-24%,-0.5%,-10%,-8%,-14%,2%
COc1ccc(-n2c(CCc3ccccc3)nnc2SCC(=O)c2ccccc2)cc1,i,1.7,-2.4%,1.2,4%,0.1%,1%,-4%,-7%,-6%
Cc1nc2ccccc2c(=O)n1CCCO,i,1.0,-5.9%,1.1,7%,-0.9%,0%,5%,-1%,-7%
Clc1cccc(NCc2ccccc2)n1,i,0.5,-11%,1.2,-2%,0.6%,-1%,-2%,-2%,-6%
CCOC(=O)c1cccc(NS(=O)(=O)c2ccc(NC(C)=O)cc2)c1,i,1.0,-4.5%,0.8,0%,0.1%,-4%,-9%,-2%,7%
COc1ccc(C)cc1NC(=O)C1COc2ccccc2O1 (stereo not drawn),i,1.3,-5.3%,1,2%,0.9%,-1%,-7%,6%,2%
O=C(NC1CC1)C1CCN(C2CCN(C(=O)CSc3ccccc3)CC2)CC1,i,0.4,·,·,1%,·,·,-17%,·,-6%
O=C(NCc1ccc(F)cc1)c1noc2c1CCCC2,i,0.6,-16%,1,-5%,-0.9%,16%,3%,11%,-5%
N#C/C(=C\C1=C(N2CCOCC2)C(=C\c2ccccc2)/CC1)C(=O)Nc1ccccc1F,+,11*,-1.6%,0.6,-3%,-4.1%,23%,-5%,12%,4%
O=C(NC(Nc1nc2ccccc2s1)(C(F)(F)F)C(F)(F)F)c1ccccc1,i,2.6,-7.7%,1.1,3%,-4.9%,-3%,-4%,-5%,-16%

# Assay outcomes as filed in PubChem BioAssay.
